# Yeast superoxide = reduction of superoxide in aged yeast, primary screen, HTS | S. cerevisiae aged cells, superoxide DHE fluorescence; active compounds read low | superoxide response (% of plate mean), % at 10 µM | 0.18% of 330,000 active;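 active = superoxide response under a set limit, about three screen SD below normal, cut at about 65% in these data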;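 also: yeast aged for seven days with compound at 30 °C before DHE staining; 100% = average MFI of all compound-treated wells on the plate with controls excluded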
# RPL19A TOR yeast = RPL19A-GFP expression modulators in yeast, primary screen, cell-based, S. cerevisiae, multiplex flow cytometry, MLPCN; S. cerevisiae RPL19A-GFP strain, 3 h; active compounds read low; percent response vs DMSO, % at 10 µM; 0.3% of 330,000 active; AID 2025, 2009;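 active = percent response vs DMSO below 50%; inconclusive = fewer than 70 events counted for the yeast strain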;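 also: median channel GFP fluorescence of the barcoded RPL19A-GFP strain; ratio of sample median GFP to plate DMSO average so 100% = DMSO; lower means less RPL19A-GFP as with rapamycin TOR inhibition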
# AGP1-GFP MLPCN = modulators of AGP1-GFP expression in yeast TOR pathway, primary screen, cell-based, multiplex flow cytometry, S. cerevisiae, MLPCN library. 3 h; GFP as percent of DMSO wells. 0.02% of 320,000 active. AID 2066, 2009. GFP response vs DMSO, % at 10 µM;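 active = GFP response relative to DMSO above a set limit, near screen average plus 3 SD, cut at about 150% in these data; inconclusive = fewer than 70 cells counted for the yeast strain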;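 also: median GFP channel fluorescence of the gated AGP1 strain per well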
# CIT2-GFP yeast = modulators of CIT2-GFP expression in yeast, primary screen, S. cerevisiae, GFP fusion, multiplex flow cytometry, MLPCN library. GFP response vs DMSO, % at 10 µM. 0.065% of 320,000 active. AID 2029, 2009. S. cerevisiae CIT2-GFP strain, 3 h; 100 means same as DMSO wells;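 active = GFP response relative to DMSO above a set limit, near the screen mean plus 3 SD, cut at about 150% in these data; inconclusive = Fewer than 70 cells measured for a yeast strain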;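 also: ratio of well median GFP fluorescence to mean of DMSO wells on the plate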
# LAP4 TOR yeast = modulators of LAP4-GFP expression in yeast, primary screen, S. cerevisiae, multiplex flow cytometry, MLPCN library; 3 h; median GFP as percent of DMSO wells; GFP response vs DMSO, % at 10 µM; 0.34% of 320,000 active;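 active = GFP response vs DMSO above a set limit, about the screen mean plus 3 SD, cut at about 150% in these data; inconclusive = under 70 cell events counted for the yeast strain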
# GRK2 aptamer HTS = compounds blocking aptamer binding on GRK2 – biochemical, human GRK2, bead flow cytometry, HTS, primary screen; Beta-adrenergic receptor kinase 1 (Homo sapiens), P25098; FAM-aptamer displacement from GRK2; inhibition of aptamer binding, % at 10 µM; 0.59% of 330,000 active;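 active = inhibition of aptamer binding above 40%, roughly 3 SD of noise, on plates passing a quality check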;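 also: median bead fluorescence of bound FAM aptamer so fluorescent compounds give negative values; no value below 0 was filed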
# Target sequence (P25098 whole entry, looked up): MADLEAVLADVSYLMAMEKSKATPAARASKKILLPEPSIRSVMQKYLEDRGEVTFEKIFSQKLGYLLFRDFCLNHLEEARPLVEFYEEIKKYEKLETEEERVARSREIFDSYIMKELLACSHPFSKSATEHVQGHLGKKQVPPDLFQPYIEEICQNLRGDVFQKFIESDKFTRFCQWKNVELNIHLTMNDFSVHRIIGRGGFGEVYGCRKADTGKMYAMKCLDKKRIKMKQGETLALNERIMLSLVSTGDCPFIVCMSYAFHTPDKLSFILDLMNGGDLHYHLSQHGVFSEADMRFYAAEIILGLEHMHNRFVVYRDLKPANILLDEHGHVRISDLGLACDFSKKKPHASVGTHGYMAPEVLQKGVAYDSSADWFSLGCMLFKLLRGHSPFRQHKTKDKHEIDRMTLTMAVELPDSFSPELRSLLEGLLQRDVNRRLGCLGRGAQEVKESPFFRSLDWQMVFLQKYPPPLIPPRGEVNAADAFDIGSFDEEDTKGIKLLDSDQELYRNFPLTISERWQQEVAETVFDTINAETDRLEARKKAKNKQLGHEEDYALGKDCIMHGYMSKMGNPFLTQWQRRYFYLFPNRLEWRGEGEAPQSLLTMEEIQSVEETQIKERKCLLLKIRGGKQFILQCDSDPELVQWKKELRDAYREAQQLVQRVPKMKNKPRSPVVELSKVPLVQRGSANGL
# VLA-4 inh = inhibition in human VLA-4 binding assay, primary screen, VLA-4 allosteric modulator project, MLPCN library, flow cytometry, VLA-4 expressing cells; Integrin alpha-4 (Homo sapiens), P13612; ligand binding flow cytometry; inhibition, % (about 7 µM as worked out from the volumes in the protocol); 0.2% of 330,000 active; AID 2557, 2010; in the data active = inhibition above about 50%
# MEP2 TOR yeast = modulators of MEP2-GFP levels in yeast, primary screen, S. cerevisiae, multiplex flow cytometry, MLPCN library; GFP response vs DMSO, % at 10 µM; 0.51% of 330,000 active; S. cerevisiae MEP2-GFP strain, 3 h; 100% = DMSO control level;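 active = GFP response versus DMSO above a set limit, roughly screen mean plus 3 SD, cut at about 180% in these data; inconclusive = fewer than 70 cells counted for a yeast strain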;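 also: median GFP fluorescence of the barcode-gated MEP2-GFP cells per well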
# * = called active by the depositor; u = inconclusive; x = not tested or not shown; [ ] = dose if it differs, or a comment.
SMILES,Yeast superoxide,RPL19A TOR yeast,AGP1-GFP MLPCN,CIT2-GFP yeast,LAP4 TOR yeast,GRK2 aptamer HTS,VLA-4 inh,MEP2 TOR yeast
COc1c(Br)cc(Br)cc1/C=N/NC(=O)c1ccncc1,106,106,97,105,96,0,11,113
O=C(CSc1nn(-c2ccc(F)cc2)c(=S)s1)N1CCN(C(=O)c2ccco2)CC1,96,99,103,109,100,1,7,106
CC(=O)N1CCOc2cc(S(=O)(=O)N3CCN(c4ccccc4)CC3)c(Cl)cc21,96,90,93,83,96,3,-15,94
COc1cc(/C=N/NC(=S)Nc2cccc(S(=O)(=O)N(C)C)c2)cc(OC)c1O,98,100,103,107,90,0,-3,105
Cc1ccc(S(=O)(=O)N2CCCCC2)cc1NC(=O)COc1ccccc1F,117,96,96,100,91,1,11,98
Cc1ccc2nc(-c3ccccc3O)c(Nc3ccc4c(c3)OCCO4)n2c1,81,112,105,108,91,0,5,107
COc1ccc(OC)c(NC(=O)Cn2c(=O)n(CC(=O)NCc3ccco3)c(=O)c3ccccc32)c1,113,94,93,87,94,0,1,90
CCc1ccc(OCC(O)CN2CCN(c3ccccn3)CC2)cc1 (stereo unspecified),109,100,106,97,95,1,8,108
CN(C(=O)C1CCCCN1S(=O)(=O)c1ccccc1)c1ccccc1 (stereo unspecified),82,103,106,113,96,3,15,107
O=[N+]([O-])c1ccc(SCc2c(F)cccc2Cl)nc1,101,99,103,99,98,0,9,95
c1ccc(CCNc2nc3ccccc3s2)cc1,92,97,88,106,106,0,-11,97
O=C(NC1CCS(=O)(=O)C1)c1ccc(Br)o1 (stereo unspecified),100,103,108,112,96,1,12,105
CCOc1cc(NC(=O)C2CC2)c(OCC)cc1NC(=O)c1ccccc1OCC,103,94,94,97,91,2,4,104
COc1cc(/C=C/c2cc[n+](C)cc2)ccc1OCC(=O)Nc1ccccc1,98,106,106,99,101,0,-11,103
CCOC(=O)C1CCN(C(=O)CC(NS(=O)(=O)c2ccc(OC)cc2)C(C)C)CC1 (stereo unspecified),113,97,97,99,95,0,2,98
CC1=C(C(=O)NCc2ccccc2)C(c2cccs2)NC(=S)N1 (stereo unspecified),96,99,102,98,100,0,6,99
O=C(COc1ccccc1)Nc1ccc2[nH]c(=O)[nH]c2c1,106,97,99,94,96,24,0,99
COc1cccc(NC(=O)C(OC(=O)/C=C/c2ccc3c(c2)OCO3)c2ccccc2)c1 (stereo unspecified),98,101,104,102,97,1,1,103
Cc1ccccc1C(=O)Nc1ccnn1C1CCN(Cc2cnn(C)c2)CC1,99,95,98,99,96,0,2,95
CCc1nc(N2CCN(C(=O)c3ccccc3)CC2)c(C#N)c2c1COC(C)(C)C2,107,95,102,99,90,2,10,89
O=C(NCC(c1ccco1)N1CCCCC1)C(c1ccccc1)c1ccccc1 (stereo unspecified),94,103,109,105,104,1,2,105
Cc1c(OCC(=O)N2CCC[C@@H]2C(=O)O)ccc2c3c(c(=O)oc12)CCC3,118,96,98,97,103,0,17,106
CSc1nc2c(c(=O)[nH]c(=O)n2C)n1C/C=C(\C)Cl,115,96,92,89,98,0,4,99
O=C(C1CCN(S(=O)(=O)N2CCOCC2)CC1)N1CCN(c2ccccc2F)CC1,91,95,100,102,107,2,1,97
CCOC(=O)CCNCC1COc2ccccc2O1 (stereo unspecified),112,102,102,99,92,2,-1,99

# Sorted by SMILES length (low to high): four of the compounds above.
SMILES,Yeast superoxide,RPL19A TOR yeast,AGP1-GFP MLPCN,CIT2-GFP yeast,LAP4 TOR yeast,GRK2 aptamer HTS,VLA-4 inh,MEP2 TOR yeast
Cc1ccc(S(=O)(=O)N2CCCCC2)cc1NC(=O)COc1ccccc1F,117,96,96,100,91,1,11,98
O=C(C1CCN(S(=O)(=O)N2CCOCC2)CC1)N1CCN(c2ccccc2F)CC1,91,95,100,102,107,2,1,97
CC(=O)N1CCOc2cc(S(=O)(=O)N3CCN(c4ccccc4)CC3)c(Cl)cc21,96,90,93,83,96,3,-15,94
O=C(CSc1nn(-c2ccc(F)cc2)c(=S)s1)N1CCN(C(=O)c2ccco2)CC1,96,99,103,109,100,1,7,106

# The list continues:
SMILES,Yeast superoxide,RPL19A TOR yeast,AGP1-GFP MLPCN,CIT2-GFP yeast,LAP4 TOR yeast,GRK2 aptamer HTS,VLA-4 inh,MEP2 TOR yeast
COc1ccc(C(N)=S)c(OC)c1,103,104,102,105,99,2,-4,106
COc1cc(S(=O)(=O)N2CCCCC2)ccc1NC(=O)Cc1ccccc1,99,106,107,109,107,0,8,105
CCOC(=O)C(=O)C1=C(N2CCOCC2)/C(=C\c2ccc(F)cc2)CC1,92,105,94,93,89,5,7,95
Cc1ccc(-c2nn(C)c(=O)c3ccccc23)cc1CNC(=O)c1ccco1,103,101,105,108,101,1,0,109
COc1ccccc1N1C(=O)C2C3C=CC(CC3)C2C1=O (stereo unspecified),104,101,95,100,90,9,19,103
CCOc1ccc(S(=O)(=O)N2CCN(C(=O)CN3C(=O)NC(C)(C)C3=O)CC2)cc1,94,102,102,103,100,0,9,103
Cc1ccccc1C(=O)NCc1nnc(SCC(=O)N2c3ccccc3Sc3ccccc32)n1C,91,91,96,93,86,2,1,93
CCn1nc(C(=O)OCc2cccc(S(=O)(=O)N(C)C)c2)c2ccccc2c1=O,94,102,107,103,104,1,-8,111
Cc1c(Cl)cccc1NC(=S)N1CCN(Cc2ccc3c(c2)OCO3)CC1,114,u,u,88[may fluoresce red],u,4,12,88[may fluoresce red]
O=C(CCCn1nnnc1CN1CCOCC1)N1CCN(c2ccccc2F)CC1,102,107,112,105,108,3,-10,107
CC(C)(C)NC(=O)C(c1ccccc1)N(C(=O)c1csnn1)C1CC1 (stereo unspecified),98,97,x,92,98,0,-6,101
O=C(Cn1nnc2ccccc21)c1ccccc1,114,102,107,104,96,0,-3,102
Cc1ccc(NC(=S)N(Cc2ccccc2)C(C)C)cc1,97,105,113,98,114,0,1,98
O=C1OC(CN2CCOCC2)CN1N=Cc1ccc([N+](=O)[O-])o1 (stereo unspecified),99,91,73,77,91,2,1,84
C=C(C)c1cccc(C(C)(C)NC(=O)Nc2ncccn2)c1,95,99,99,102,102,0,17,103
CSc1oc(-c2ccccc2)nc1S(=O)(=O)c1ccc(F)cc1,84,102,105,104,107,0,11,110
O=C(Nc1ccccc1N1CCCC1)c1ccc(Cl)c(S(=O)(=O)N2CCOCC2)c1,91,106,116,104,114,0,-10,101
COc1ccc(NC(=O)N/C=C/c2ccc(Cl)cc2)cc1,99,94,102,91,105,1,10,97
CCc1c(C(C)S(=O)(=O)c2ccc(C)cc2)[nH]c(=O)n1-c1ccc(C)cc1 (stereo unspecified),116,92,90,90,96,1,8,94
O=C(NCCN1CCOCC1)/C(=C\c1ccccc1Cl)NC(=O)c1ccccc1,115,102,98,97,101,0,6,107
Nc1ccc2nc(NC(=O)C3CCCCC3)sc2c1,83,104,112,92,94,0,0,97
Cc1ccccc1C(=O)Oc1ccc(Br)cc1C(=S)N1CCCC1,98,95,93,89,91,2,-13,101
Cc1nc(Oc2ccc(S(=O)(=O)N3CCOCC3)cc2Cl)c2c3c(sc2n1)CCCC3,77,104,94,96,92,0,15,102
COc1ccc(OC)c(S(=O)(=O)Nc2ccc(OCC(=O)O)cc2)c1,104,99,99,95,106,2,11,122
COc1ccc(OC2C(=O)N(c3ccc(F)cc3)C2c2ccc(OC)c(OC)c2)cc1 (stereo unspecified),87,98,104,102,95,0,11,101

# A second format for some results above.
compound	Yeast superoxide	RPL19A TOR yeast	AGP1-GFP MLPCN	CIT2-GFP yeast	LAP4 TOR yeast	GRK2 aptamer HTS	VLA-4 inh	MEP2 TOR yeast
c1ccc(CCNc2nc3ccccc3s2)cc1	92	97	88	106	106	0	-11	97
CCc1c(C(C)S(=O)(=O)c2ccc(C)cc2)[nH]c(=O)n1-c1ccc(C)cc1 (stereo unspecified)	116	92	90	90	96	1	8	94

# Taken from above:
# O=C1OC(CN2CCOCC2)CN1N=Cc1ccc([N+](=O)[O-])o1 (stereo unspecified) | AGP1-GFP MLPCN = 73
# O=C(Nc1ccccc1N1CCCC1)c1ccc(Cl)c(S(=O)(=O)N2CCOCC2)c1 | AGP1-GFP MLPCN = 116
# O=C(Cn1nnc2ccccc21)c1ccccc1 | RPL19A TOR yeast = 102
# Cc1ccccc1C(=O)NCc1nnc(SCC(=O)N2c3ccccc3Sc3ccccc32)n1C | VLA-4 inh = 1
# CSc1oc(-c2ccccc2)nc1S(=O)(=O)c1ccc(F)cc1 | LAP4 TOR yeast = 107
# COc1ccc(C(N)=S)c(OC)c1 | GRK2 aptamer HTS = 2

# Further compounds follow.
SMILES,Yeast superoxide,RPL19A TOR yeast,AGP1-GFP MLPCN,CIT2-GFP yeast,LAP4 TOR yeast,GRK2 aptamer HTS,VLA-4 inh,MEP2 TOR yeast
C/C(=N\NC(=O)c1c(C)nc2ccccn12)c1ccc(O)cc1O,111,98,99,99,105,2,11,107
O=C(NNC(=S)NC(=O)c1ccccc1)c1cccnc1,91,96,94,93,88,1,11,93
Cc1ccc(C(=O)N2CCN(c3ncnc4c(C)csc34)CC2)cc1,96,97,97,101,99,7,-8,97
COC(=O)c1c(CCl)noc1C(=O)NC(C)C,98,99,96,108,109,3,-7,88
CN(C)CCNS(=O)(=O)c1ccc(N2CCN(c3ccc(F)cc3)CC2)c([N+](=O)[O-])c1,103,99,97,98,93,0,-3,91
CCOC(=O)c1sc(NC(=O)CSc2nc3cccnc3n2C)nc1C,101,105,104,103,97,1,4,107
COc1ccc(S(=O)(=O)NCCCn2ccnc2)cc1C(C)(C)C,103,98,96,102,80,0,6,102
COc1ccccc1N1CC(C(=O)Nc2ccc(C)c(S(=O)(=O)N3CCOCC3)c2)CC1=O (stereo unspecified),102,99,96,104,98,0,14,101
Cc1ccc2cc(CCNC(=O)C(C)C)c(=O)[nH]c2c1C,108,111,111,107,104,0,14,116
COc1ccc(N2C(=O)C3CCCN3C2c2ccccc2Cl)cc1 (stereo unspecified),95,96,100,97,100,4,-15,99
COc1ccc(N(CC(=O)NCc2cccs2)S(=O)(=O)c2c(C)n[nH]c2C)cc1,120,92,102,95,115,0,9,100
CC(=O)N1CC(C)Sc2ccc(S(=O)(=O)NCc3ccc(Cl)cc3)cc21 (stereo unspecified),91,103,108,105,110,0,-6,101
CCNc1ccc(S(=O)(=O)N(C)C)cc1[N+](=O)[O-],97,99,103,101,102,66*,8,97
Cc1ccc2cc(/C=C(\C#N)C(N)=O)c(N3CCCCC3)nc2c1,101,100,102,99,96,0,3,103
Cc1cccnc1NC(=O)CNC(=O)C12CC3CC(CC(Cl)(C3)C1)C2,110,99,100,105,104,0,-8,104

# Bioassay records as filed in PubChem BioAssay.
